MITF inh: blocks human microphthalmia-associated transcription factor | AlphaScreen MITF homodimerization, bead proximity signal | inhibition, % at 2.6 µM | 650,000 tested, 0.91% active | AID 1259374; in the data active means inhibition above about 50%;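 further: 0% = vehicle wells with protein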
TEAD-YAP block: TEAD-YAP interaction inhibition. HEK-TIYL cells, TEAD-Gal4/YAP UAS-luciferase luminescence. inhibition, % at 9.12 µM. 640,000 tested, 1.4% active. AID 1259422; in the data active means inhibition above about 32%;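 further: 0% = median of test compound wells and 100% = reference inhibitor wells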
FBW7 activator: human FBW7 E3 ligase activation, primary screen; Q969H0; AlphaScreen FBW7–phospho-cyclin E peptide binding, activator screen; normalized activity (activation), % at 26.1 µM; 650,000 tested, 0.13% active; AID 1259310; in the data active means normalized activity above about 1.9%;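 further: purified mutant Fbw7 with reduced substrate affinity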
Target sequence (Q969H0 whole entry, looked up): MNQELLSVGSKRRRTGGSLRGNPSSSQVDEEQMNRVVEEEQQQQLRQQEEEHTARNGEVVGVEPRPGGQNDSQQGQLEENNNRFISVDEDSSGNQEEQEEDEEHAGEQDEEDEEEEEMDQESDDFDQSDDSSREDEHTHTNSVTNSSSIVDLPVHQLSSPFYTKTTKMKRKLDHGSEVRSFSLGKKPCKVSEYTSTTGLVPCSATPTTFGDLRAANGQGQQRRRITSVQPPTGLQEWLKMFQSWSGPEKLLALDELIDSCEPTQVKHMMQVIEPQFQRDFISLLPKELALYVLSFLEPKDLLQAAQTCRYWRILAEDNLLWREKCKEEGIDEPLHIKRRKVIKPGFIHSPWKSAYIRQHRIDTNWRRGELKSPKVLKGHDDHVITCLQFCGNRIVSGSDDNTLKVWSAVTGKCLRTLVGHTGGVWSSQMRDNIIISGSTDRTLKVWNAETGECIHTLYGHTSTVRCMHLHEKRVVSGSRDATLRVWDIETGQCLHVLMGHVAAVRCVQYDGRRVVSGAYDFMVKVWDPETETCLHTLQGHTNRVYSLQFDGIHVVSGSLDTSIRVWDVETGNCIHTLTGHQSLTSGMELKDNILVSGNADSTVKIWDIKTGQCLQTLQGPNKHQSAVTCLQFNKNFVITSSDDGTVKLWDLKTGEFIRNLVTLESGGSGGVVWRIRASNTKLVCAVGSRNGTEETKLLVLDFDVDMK
GPR151 ag: activators of human GPR151; Q8TDV0; PathHunter beta-arrestin GPR151 cells, luminescence; activation, % at 11.2 µM; 650,000 tested, 1% active; AID 1508602; in the data active means activation above about 4.9%;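 further: 0% = median of compound wells and 100% = cells with positive control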
Target sequence (Q8TDV0 whole entry, looked up): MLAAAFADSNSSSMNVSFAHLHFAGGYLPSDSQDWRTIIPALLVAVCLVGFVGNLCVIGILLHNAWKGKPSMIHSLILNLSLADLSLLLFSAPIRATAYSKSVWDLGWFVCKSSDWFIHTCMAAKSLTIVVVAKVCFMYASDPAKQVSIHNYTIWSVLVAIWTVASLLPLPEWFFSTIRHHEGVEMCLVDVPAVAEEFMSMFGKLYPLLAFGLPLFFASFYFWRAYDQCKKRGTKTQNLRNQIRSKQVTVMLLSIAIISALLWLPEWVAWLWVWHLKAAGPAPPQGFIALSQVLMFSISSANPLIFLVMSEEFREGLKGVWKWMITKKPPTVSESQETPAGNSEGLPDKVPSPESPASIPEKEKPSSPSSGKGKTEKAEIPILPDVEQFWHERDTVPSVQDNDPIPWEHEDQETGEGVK
The depositor's hits bear a star; x = not tested or not shown; & = joins results of further samples.

SMILES | MITF inh | TEAD-YAP block | FBW7 activator | GPR151 ag
Cc1ccc(CNC(=O)C(C(=O)c2ccc(F)cc2)n2ccccc2=O)cc1 (centres undefined) | -5.1 | -11.0 | -0.1 | 0.2
COc1cc(OC)nc(C2CCCCC2C(=O)O)n1 (centres undefined) | 4.9 | 2.6 | 0.0 | -1.1
O=C(Nc1ccc2[nH]c(=O)[nH]c2c1)c1ncn[nH]1 | 21.2 | 13.2 | -0.7 | -1.5
CC(C)(C)c1cc2cc(NC3CCNCC3)ccc2[nH]1 | 3.8 | 4.8 | -0.5 | 0.3
COc1ccc(/C=N/NC(=O)CNC(=O)c2ccccc2O)cc1OC | 2.8 | -25.2 | 0.0 | 1.1
O=C1N[C@@H](Cc2c[nH]c3ccccc23)C(=O)N2C[C@@H](NCc3cnn(-c4cccc(Cl)c4)c3)C[C@@H]12 | 13.1 | -1.3 | 0.1 | -1.8
O=C(CN1C2=NCCCN2c2ccccc21)c1ccc(O)cc1 | 9.4 | 10.4 | 0.2 | 0.5
Oc1ccccc1-c1nc2cnccn2c1Nc1ccccc1 | -1.1 | -8.0 | -0.1 | -0.1
COc1ccccc1CC(=O)Nc1cc(C)on1 | -13.6 | -11.8 | 0.0 | 1.4
COc1cc(Nc2nc(Cl)nc3c2ncn3-c2ccsc2)cc(OC)c1OC | 9.5 | 35.1* | 0.0 | 0.6
Cc1ccccc1Cc1c(C)nc2c(C(=O)NCCN3CCOCC3)cnn2c1C | 6.9 | -5.7 | -0.1 | -1.2
O=C(Nc1cc(Cl)ccc1N1CCOCC1)c1cc2ccccc2oc1=O | -5.2 | -4.4 | -0.3 | 0.2
Oc1cccc2ccc(Nc3ccccn3)nc12 | 108.1* | 85.9* | -0.3 | 5.1*
COC(=O)CSC1=C(C#N)C(c2ccco2)C(C(=O)Nc2ccccc2C)=C(C)N1 (centres undefined) | 8.9 | 10.7 | -0.1 | 1.1
COc1ccc(OCCNc2c([N+](=O)[O-])c(=O)oc3ccccc23)cc1 | 5.2&-8.4 | -7.4&-8.6 | 0.7&-0.2 | -0.1&0.3
CC(C)n1cc(-c2ccc3ccccc3n2)cn1 | 0.0 | 82.3* | -0.2 | -9.4
CCCCC[C@H](O)/C=C/[C@@H]1[C@@H](C/C=C\CCCC(=O)O)[C@@H](O)C[C@@H]1O | 11.4 | x | x | 1.9
O=C(Nc1ccc(F)cc1)Nc1nnc(CSc2ccccc2)s1 | -6.5 | -4.4 | -0.1 | -0.2
O=C1c2c([N+](=O)[O-])cc([N+](=O)[O-])cc2S(=O)N1c1ccccc1 (centres undefined) | 19.1 | 9.3 | 0.0 | 1.5
Cn1c(=O)c2c(O)cc(=O)[nH]c2n(-c2ccccc2)c1=O | -15.8 | 1.2 | -0.1 | -1.0
COc1ccc(CCNC(=O)C2=C(C)C(=O)OC23CCCCC3)cc1OC | 7.6 | 0.6 | -0.5 | 0.6
O=C(/C=C1/NCC2c3ccccc3CCN2C1=O)c1ccc(Cl)cc1 (centres undefined) | -16.4 | -11.2 | 0.1 | 1.8
O=C(CCc1nnc(Cc2ccc(-c3ccccc3)cc2)o1)NCCc1ccccn1 | -3.0 | -3.1 | -0.1 | 0.4
CC(=O)Nc1ccc(NC(=O)/C(=C/c2ccc([N+](=O)[O-])cc2)NC(=O)c2ccccc2)cc1 | 22.0 | -0.1 | -0.1 | 0.0
CCCNc1nc(-c2ccc(N3CCOCC3)nc2)nc2c1ncn2C(C)C | 19.5 | 1.0 | 0.4 | -0.1
O=C(CN1CCC(O)(c2cccnc2)CC1)NCCc1c[nH]c2ccccc12 | 9.4 | 0.4 | 0.3 | 0.2
CC1CC(C)CN(c2nc3c(c(=O)n(C)c(=O)n3C)n2CCSc2nnnn2-c2ccccc2)C1 (centres undefined) | -5.4 | -2.3 | 0.1 | 1.2
c1ccc2c(c1)nnn2Cc1nnc2sc(-c3cnccn3)nn12 | 42.0 | 0.6 | -0.4 | -1.2
O=S(=O)(NCCc1cn2ccccc2n1)c1ccccc1 | -2.8 | -4.1 | -0.1 | 0.7
Cc1cc(NC(=O)C(C)C)ncc1NC(=O)c1cccs1 | 16.6 | -6.8 | 0.4 | -1.0
COc1ccccc1CNS(=O)(=O)c1ccc(Oc2ccc(S(=O)(=O)NCc3ccccc3OC)cc2)cc1 | 0.2 | 43.3* | 0.0 | 0.3
NC(=O)c1ccc2c(c1)C1c3ccccc3C2c2ccccc21 | -11.1 | 22.4 | -0.1 | -0.2
Cc1ccsc1C1C(C#N)=C(N)OC2=C1C(=O)CC(C)(C)C2 (centres undefined) | 9.7 | 1.0 | 0.3 | -0.8
Cc1ccc(Nc2ccc([N+](=O)[O-])ccc2=O)cc1 | 16.7 | 4.9 | 0.1 | 1.8
O=C(CSc1n[nH]c(-c2ccco2)n1)c1ccc(F)cc1 | 13.0 | 9.3 | 0.1 | -1.6
COc1cc(OC)cc(C(=O)Nc2ccc(NC(=O)c3cc(OC)cc(OC)c3)cc2)c1 | 0.9 | 42.7* | -0.1 | 0.6
CC(NCc1ccnn1C)c1ccccc1 (centres undefined) | 15.8 | 0.6 | 0.1 | 0.6
CCCCCc1nc2sc3c(c2c(=O)[nH]1)CC(C)(C)OC3 | 17.7 | -1.4 | 0.3 | -0.6
COc1ccccc1-c1cc(C(=O)Nc2sc3c(c2C(N)=O)CCCC3)no1 | -10.4 | -1.4 | 0.2 | 0.7
O=C(NCc1nc2ccncc2[nH]1)c1cccs1 | -22.9 | -3.5 | 0.1 | -0.2
O=C(N/N=C/c1cccc(O)c1)C1C2CCCCC21 (centres undefined) | -3.9 | 59.8* | -0.1 | -0.6
COc1ccc(S(=O)(=O)N(CCc2ccccc2)CC(=O)Nc2cccc(OC)c2)cc1 | 23.1 | 4.1 | 0.5 | -1.6
C/C(=N\NC(=O)c1ccccc1I)c1cccc(N)c1 | -6.8 | -19.1 | -0.1 | 0.5
Cc1ccc(CNC(=O)c2cn(C)c(=O)c3c2c2ccccc2n3C)cc1 | -2.4 | 10.9 | 0.1 | 1.3
CCOC(=O)c1ccc(NC(=O)C(=O)NCc2ccco2)cc1 | 1.6 | 8.9 | 0.0 | -0.3
COc1ccc(/C=C/C(=O)N2CCN(c3ccccc3)CC2)cc1 | 7.8 | -0.4 | -0.1 | 0.1
CC1(C)Cc2c(sc(NC(=O)c3ccccc3)c2C#N)C(C)(C)N1 | -5.4 | -1.2 | 0.0 | 0.6
COc1ccc(-c2cc(-c3ccccc3O)[nH]n2)cc1OC | -8.8 | -71.9 | 0.0 | -4.0
NS(=O)(=O)c1ccc(N/N=C/c2ccc(OC(=O)c3cccc([N+](=O)[O-])c3)cc2)cc1 | 0.8 | -9.4 | -0.2 | 1.5
CN1CCN(NC(NC(=O)OCC2CCCO2)C(Cl)(Cl)Cl)CC1 (centres undefined) | 16.1 | 0.2 | 0.6 | -1.7
Cc1cnc(-c2c(C)noc2C)nc1Nc1ccccc1 | -2.0 | -0.8 | 0.0 | 0.7
COc1ccc2c(c1)c(=O)oc1c(C)c(OC(=O)C3CC3)ccc12 | 13.1 | 4.9 | 0.5 | 1.1
Cn1c(=NC(=O)/C=C/c2cccs2)sc2cc(S(C)(=O)=O)ccc21 | 2.7 | -2.4 | 0.2 | -0.6
CCOC(=O)c1c(-c2ccc(OC)cc2)csc1NC(=O)CN1CC(C)OC(C)C1 (centres undefined) | -8.1 | 0.2 | -0.1 | 0.8
CC(C)NCC(=O)Nc1ccc(OC(F)(F)F)cc1 | 37.7 | -1.1 | -0.1 | 0.4
O=C(NCCc1ccccc1)C1CC12CCN(S(=O)(=O)c1ccccc1Cl)CC2 (centres undefined) | 0.3 | -7.6 | 0.0 | -0.1
COc1sc(SC)cc1/C=N/NC(=O)c1ccccc1Cl | 6.2 | -12.6 | 0.2 | 0.9
CC(=O)c1cn(CC(=O)Nc2ccccc2Cl)c2ccccc12 | 1.7 | 24.4 | 0.0 | 1.1
COc1ccc(CN2CCN(Cc3ccc(SC)cc3)CC2)c(OC)c1OC | 27.2 | 13.9 | -0.3 | 0.3
CCCCC(CC)CNC(=O)C(=O)Nc1ccccc1C (centres undefined) | 0.8 | 5.1 | -0.2 | 0.7

In the list so far, 5 contain a nitro group on carbon.
SMILES | MITF inh | TEAD-YAP block | FBW7 activator | GPR151 ag
COc1ccc(OCCNc2c([N+](=O)[O-])c(=O)oc3ccccc23)cc1 | 5.2&-8.4 | -7.4&-8.6 | 0.7&-0.2 | -0.1&0.3
O=C1c2c([N+](=O)[O-])cc([N+](=O)[O-])cc2S(=O)N1c1ccccc1 (centres undefined) | 19.1 | 9.3 | 0.0 | 1.5
CC(=O)Nc1ccc(NC(=O)/C(=C/c2ccc([N+](=O)[O-])cc2)NC(=O)c2ccccc2)cc1 | 22.0 | -0.1 | -0.1 | 0.0
Cc1ccc(Nc2ccc([N+](=O)[O-])ccc2=O)cc1 | 16.7 | 4.9 | 0.1 | 1.8
NS(=O)(=O)c1ccc(N/N=C/c2ccc(OC(=O)c3cccc([N+](=O)[O-])c3)cc2)cc1 | 0.8 | -9.4 | -0.2 | 1.5

(continued)
SMILES | MITF inh | TEAD-YAP block | FBW7 activator | GPR151 ag
CC(C)CNC(=O)C(=O)NCC1OCCCN1S(=O)(=O)c1ccccc1 (centres undefined) | -2.1 | 1.4 | 0.1 | 1.4
Cc1c(C(=O)N(Cc2ccc(N(C)C)cc2)Cc2ccco2)sc2ncnc(N3CCC(C)CC3)c12 | 1.0 | -10.2 | -0.1 | -0.9
CN1CCN(c2ccnc3c(-c4cccc5ccccc45)cnn23)CC1 | 3.7 | -27.4 | -0.1 | 0.4
Cc1nnc(SCc2ccc(CC(=O)O)cc2)o1 | 6.3 | 6.2 | 0.1 | 0.3
Cc1nn(C)c(C)c1-c1cc(Nc2ccc(N3CCOCC3)cc2)nc(N)n1 | -6.7 | -0.2 | -0.1 | -1.5
CCN(CC)c1ccc(NC(=O)/C(=C\c2ccccc2)NC(C)=O)cc1 | 22.0 | -28.5 | 0.0 | 2.6
C#CCOc1ccc(/C=C2/NC(=O)N(CC(=O)Nc3cccc(C)c3)C2=O)cc1OC | 6.2 | 0.9 | 0.0 | 0.4
Cc1cc(C)n2nc(NCc3cccs3)nc2n1 | -6.5 | -9.0 | 0.2 | 0.0
Cc1cccc(NC(=O)c2cc(N)ccc2Cl)n1 | -18.7 | -11.6 | 0.0 | -0.4
C=CCNC(=O)NC(=O)COC(=O)Cn1[nH]c(=O)c2ccccc2c1=O | 9.0 | 2.0 | 0.0 | 1.4
S=C1NC2(CCCCCCC2)NN1c1ccc(Cl)cc1 | 20.0 | -8.5 | 0.5 | -0.8
CCC1CN(CCNC(=O)c2ccc(OC)o2)Cc2cc(OC)ccc2O1 (centres undefined) | 2.4 | -1.3 | 0.1 | 0.6
CCOc1ccc(-n2cc(C(=O)N3CCCc4ccccc43)c3cc(OC)c(OC)cc3c2=O)cc1 | 10.0 | 3.4 | 0.0 | -0.9
NC(=O)C1(N2CCCCC2)CCN(CC(=O)Nc2ccc(F)cc2)CC1 | 10.0 | 11.5 | 0.2 | 2.1
Cc1ccc(N(C)S(=O)(=O)c2cccc(C(=O)OC3CCOC3=O)c2)cc1 (centres undefined) | -12.4 | -4.6 | 0.0 | 0.2
COc1ccc(C2=NN(C(N)=S)C(c3ccccc3)C2)cc1 (centres undefined) | -4.8 | -10.2 | 0.0 | 1.2
Cc1ccc(N2C(=O)c3nccnc3C2=O)cc1F | 7.6 | 6.9 | -0.1 | 0.8
Cc1ccc(-n2c(N)cc(=O)nc2SCC(=O)N2CCCc3ccccc32)cc1 | -1.4 | 4.5 | -0.1 | 1.8
O=C(O)c1c(CNCc2ccccn2)c2ccccc2n1Cc1ccc(Cl)cc1 | 14.6 | 16.3 | -1.7 | -0.3
CN1/C(=C\C(=O)CSc2nccc(=O)[nH]2)C(C)(C)c2ccccc21 | 14.5 | -0.1 | 0.3 | 1.6

Reformatted as labelled records: entries from further up
SMILES: CC(C)CNC(=O)C(=O)NCC1OCCCN1S(=O)(=O)c1ccccc1 (centres undefined)
  MITF inh: -2.1	TEAD-YAP block: 1.4	FBW7 activator: 0.1	GPR151 ag: 1.4
SMILES: Cc1ccc(N(C)S(=O)(=O)c2cccc(C(=O)OC3CCOC3=O)c2)cc1 (centres undefined)
  MITF inh: -12.4	TEAD-YAP block: -4.6	FBW7 activator: 0.0	GPR151 ag: 0.2
SMILES: Cc1ccc(-n2c(N)cc(=O)nc2SCC(=O)N2CCCc3ccccc32)cc1
  MITF inh: -1.4	TEAD-YAP block: 4.5	FBW7 activator: -0.1	GPR151 ag: 1.8
SMILES: Cc1nnc(SCc2ccc(CC(=O)O)cc2)o1
  MITF inh: 6.3	TEAD-YAP block: 6.2	FBW7 activator: 0.1	GPR151 ag: 0.3

Next section:
SMILES | MITF inh | TEAD-YAP block | FBW7 activator | GPR151 ag
CCCCCc1ccc(-c2nnc(N)s2)cc1 | 3.9 | -13.6 | -0.1 | 1.1
Nc1ccc(N2CCCCC2)c(S(=O)(=O)Nc2ccc(Cl)cc2)c1 | 6.2 | 9.2 | 0.0 | 1.6
COc1ccc(-n2c(/C=C/c3c(C)n(C)c4ccccc34)nc3ccccc3c2=O)cc1 | 0.0 | 0.9 | 1.3 | 0.5
O=C1CC(c2cccs2)CC2=C1C(c1cccs1)Nc1ccccc1N2 (centres undefined) | 9.7 | 10.4 | 0.0 | 2.6
O=C(N[C@H]1C[C@H]2C(=O)N[C@H](Cc3ccccc3)C(=O)N2C1)c1ccc(-c2ccccc2)cc1 | 13.2 | 6.0 | 0.2 | -1.0
COC(=O)C1C(=O)NC(SCC(=O)Nc2ccc(C)c(C)c2)=C(C#N)C1c1ccccc1F (centres undefined) | 9.2 | 3.2 | -0.1 | -0.3
CC1Cc2ccccc2N1C(=O)c1cccnc1 (centres undefined) | -11.8 | 3.0 | -0.2 | -0.9
O=C1CCCC2=C1C(c1cccc(Cl)c1)Nc1ccc(C(=O)c3ccccc3)cc1N2 (centres undefined) | 4.1 | 70.1* | 0.1 | 0.1
